Assay outcomes from PubChem.
Epigenetic mod – qHTS Assay for Epigenetic Modulators. mouse C127i GFP locus derepression, cytometry, 30 h. Potency, µM (top dose mostly 46.1 µM), without a hit: at the highest dose GFP derepression (activation). 0.09% of 68,000 active; note: % of control where 0% means no effect
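Murine C127i mammary cells carrying a silenced, stably integrated CMV-driven GFP reporter were treated with compound for 30 hours at 37 C. After PBS washes, GFP-positive cells were counted by laser-scanning microplate cytometry.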
CRE-bla Fsk – Cell signaling CRE-BLA (Fsk stim) | CHO CRE-bla reporter (cAMP response element driving beta-lactamase), forskolin EC10, beta-lactamase ratio | Potency, µM (doses to about 38.2 µM), without a hit: top-dose activity change, negative = inhibition, actives largely listed as activators | 2.5% of 71,000 active | AID 662, 2007; active = well fitted activation curve with a large enough effect in the signal ratio, with a control signal flat, not every such curve was filed as active; inconclusive = small, poorly fitted or top-dose-only effect, or effect the other way, or a change in a side signal; the % refers to the signal ratio; note: potency is the fitted concentration of half-maximal effect; % of control where 0% means no effect
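CRE-bla CHO reporter cells treated with compound titration plus EC10 NKH 477 (water-soluble forskolin), incubated 3 h at 37 °C; CCF4 loading 2 h at room temperature, 460/530 nm emission ratio read, AC50 values derived for positive or negative modulators.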
HADH2 inh – qHTS Assay for Inhibitors of HADH2 (Hydroxyacyl-Coenzyme A Dehydrogenase, Type II); Potency, µM (top dose mostly 57.1 µM), for inactives: at the top dose activity change, negative = inhibition, actives largely listed as inhibitors; 3-hydroxyacyl-CoA dehydrogenase type-2 (Homo sapiens), Q99714; 3.4% of 73,000 active; recombinant HADH2, NADH fluorescence, beta-hydroxybutyryl-CoA; AID 886, 2007; note: potency is the fitted concentration of half-maximal effect; % is set by controls: 0 for no effect and ±100 for the full control effect; nearly all actives have a fitted effect of over 60% in size; many of its hits are not listed in these tables
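E. coli-expressed His-tagged HADH2 tested at 20 nM in alkaline Tris buffer (pH 9.0); oxidation of 90 uM beta-hydroxybutyryl-CoA with 1 mM NAD+ tracked fluorimetrically for 4 min.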
Pol III holo inh – qHTS Assay for Inhibitors of DNA Polymerase III Holoenzyme System; reconstituted DNA polymerase III holoenzyme replication, biochemical; AID 603, 2007; 0.25% of 71,000 active; Potency, µM (series often up to 57.1 µM), for the others: at the highest dose activity change, negative = inhibition; note: potency is the fitted concentration of half-maximal effect; % is set by controls: 0 for no effect and ±100 for the full control effect
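Reconstituted *E. coli* holoenzyme (0.35 nM Pol III, 1 nM beta, 154 nM SSB, 2 nM primase) was preincubated with compound for 15 min at RT. Synthesis on 1.4 nM ssM13Gori ran 35 min, then was stopped with PicoGreen/EDTA and read as dsDNA fluorescence.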
15-hLO inh – qHTS Assay for Inhibitors of 15-hLO (15-human lipoxygenase); 1.4% of 74,000 active; Potency, µM (titrated, usually from 57.1 µM), inactives show at the top dose activity change, negative = inhibition, most hits filed as inhibitors; purified 15hLO-1, xylenol orange hydroperoxide absorbance; note: potency is the fitted concentration of half-maximal effect; % is set by controls: 0 for no effect and ±100 for the full control effect; nearly all actives have a fitted effect of over 55% in size
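Quantitative HTS in 25 mM Hepes pH 7.5 containing 0.01% Triton X-100: human 15hLO-1 at 40 nM, arachidonic acid at 50 uM, 6 min turnover. Product quantified via ferrous oxidation/xylenol orange, 573:405 nm absorbance ratio.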
BRCT PPI red – qHTS Assay for Inhibitors of BRCT-Phosphoprotein Interaction (Red Fluorophore) | Breast cancer type 1 susceptibility protein (Homo sapiens), P38398 | BRCT-phosphopeptide binding, red fluorescence polarization | Potency, µM (series often up to 76.9 µM), without a hit: at the highest dose activity change, negative = inhibition, most hits filed as inhibitors | 0.03% of 75,000 active | AID 892, 2007; note: % is set by controls: 0 for no effect and ±100 for the full control effect
Target sequence (P38398 whole entry, looked up): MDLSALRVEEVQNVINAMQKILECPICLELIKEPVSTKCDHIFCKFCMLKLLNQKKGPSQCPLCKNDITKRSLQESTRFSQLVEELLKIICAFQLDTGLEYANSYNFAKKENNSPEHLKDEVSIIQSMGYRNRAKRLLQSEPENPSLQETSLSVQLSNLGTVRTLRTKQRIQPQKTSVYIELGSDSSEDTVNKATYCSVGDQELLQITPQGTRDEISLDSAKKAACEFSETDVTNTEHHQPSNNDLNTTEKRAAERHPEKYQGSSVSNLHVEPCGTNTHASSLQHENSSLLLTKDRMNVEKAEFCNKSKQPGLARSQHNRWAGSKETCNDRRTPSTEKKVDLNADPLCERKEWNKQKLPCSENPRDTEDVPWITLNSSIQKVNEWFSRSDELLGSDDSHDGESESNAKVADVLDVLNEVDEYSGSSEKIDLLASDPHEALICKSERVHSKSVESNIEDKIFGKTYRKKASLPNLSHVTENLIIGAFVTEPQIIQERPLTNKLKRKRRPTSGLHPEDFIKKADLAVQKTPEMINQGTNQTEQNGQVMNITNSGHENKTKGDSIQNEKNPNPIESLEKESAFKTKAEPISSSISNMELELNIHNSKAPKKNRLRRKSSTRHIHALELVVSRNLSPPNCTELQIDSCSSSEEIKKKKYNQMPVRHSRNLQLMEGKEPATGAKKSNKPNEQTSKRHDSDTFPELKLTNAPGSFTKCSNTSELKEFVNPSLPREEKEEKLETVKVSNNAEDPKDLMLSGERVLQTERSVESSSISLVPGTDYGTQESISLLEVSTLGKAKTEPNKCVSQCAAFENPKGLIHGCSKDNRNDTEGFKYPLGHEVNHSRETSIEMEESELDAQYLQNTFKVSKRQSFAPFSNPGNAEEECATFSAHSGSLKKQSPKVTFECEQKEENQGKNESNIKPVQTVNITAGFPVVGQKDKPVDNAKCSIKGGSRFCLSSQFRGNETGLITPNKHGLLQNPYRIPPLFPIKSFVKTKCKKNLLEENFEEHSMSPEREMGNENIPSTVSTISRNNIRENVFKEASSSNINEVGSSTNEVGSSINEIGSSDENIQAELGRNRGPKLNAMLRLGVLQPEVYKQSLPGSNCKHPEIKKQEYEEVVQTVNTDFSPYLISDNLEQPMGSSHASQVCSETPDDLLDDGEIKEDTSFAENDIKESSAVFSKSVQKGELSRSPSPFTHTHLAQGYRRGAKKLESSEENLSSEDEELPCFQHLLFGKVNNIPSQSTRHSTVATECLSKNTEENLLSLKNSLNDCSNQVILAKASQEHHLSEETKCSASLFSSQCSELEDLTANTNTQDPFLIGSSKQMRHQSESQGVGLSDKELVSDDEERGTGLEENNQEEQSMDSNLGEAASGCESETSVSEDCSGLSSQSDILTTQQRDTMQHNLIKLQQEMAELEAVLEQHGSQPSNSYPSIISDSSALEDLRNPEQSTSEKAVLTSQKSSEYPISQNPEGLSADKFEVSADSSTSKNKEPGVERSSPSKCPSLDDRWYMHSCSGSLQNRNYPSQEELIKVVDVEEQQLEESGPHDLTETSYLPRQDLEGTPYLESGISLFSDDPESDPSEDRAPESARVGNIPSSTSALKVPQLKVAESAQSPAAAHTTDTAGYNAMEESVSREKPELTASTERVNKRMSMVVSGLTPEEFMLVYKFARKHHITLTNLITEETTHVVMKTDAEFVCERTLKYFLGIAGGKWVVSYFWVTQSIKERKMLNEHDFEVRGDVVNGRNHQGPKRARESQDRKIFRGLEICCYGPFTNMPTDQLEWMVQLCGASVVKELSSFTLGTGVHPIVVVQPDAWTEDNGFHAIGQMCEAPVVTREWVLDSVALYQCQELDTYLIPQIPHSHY
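Rhodamine-labelled pBACH1 10-mer (100 nM) bound to BRCT domain (100 nM) at pH 7.3; compounds incubated 12 min room temperature, polarization read. Free peptide defines full inhibition; unlabelled decapeptide titrated as control.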
BRCT PPI green – qHTS Assay for Inhibitors of BRCT-Phosphoprotein Interaction (Green Fluorophore); BRCA1 BRCT-phosphopeptide binding, green fluorescence polarization; Potency, µM (top dose mostly 76.9 µM), without a hit: at the top dose activity change, negative = inhibition, usual class: inhibitors; 0.05% of 75,000 active; AID 875, 2007;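 note: potency is the fitted concentration of half-maximal effect; plate controls were peptide without protein for full effect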
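Compounds were incubated for 12 min at room temperature with a complex of 100 nM fluorescein-tagged pBACH1 decapeptide and 250 nM His-tagged BRCT protein. Buffer was phosphate pH 7.3 with EDTA, DTT and Tween 20. Disruption of binding lowers the polarization signal.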
HBB splice mod – qHTS Assay for Modulators of Hemoglobin Beta Chain Splicing; Potency, µM (top dose mostly 46.1 µM), for inactives: at the highest dose activation, most hits filed as activators; HBB splicing reporter cell assay, activation; EGFP reporter with mutant IVS2-654 intron; response scale: normalised to 500 nM splice-correcting PNA; 0.06% of 65,000 active; note: potency is the fitted concentration of half-maximal effect; 0% is about no effect
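HeLa cells stably expressing EGFP interrupted by mutant beta-globin intron 2 (IVS2-654), 500/well in 2% FCS. Treated with compound for 2 days at 37C. Splicing correction scored as total well GFP intensity (488 nm excitation, 500-520 nm emission); 500 nM antisense PNA served as control.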
USP2a inh – qHTS Assay for Inhibitors of Ubiquitin-specific Protease USP2a; USP2a enzymatic assay, qHTS inhibition; Potency, µM (titrated, usually from 38.3 µM), for inactives: top-dose activity change, negative = inhibition, most hits filed as inhibitors; 0.1% of 60,000 active; AID 927, 2007;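 note: potency is the fitted concentration of half-maximal effect; nearly all actives have a fitted effect of over 60% in size; plate controls were DMSO for no effect and NEM full inhibition control for full effect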
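Coupled readout: USP2-cleaved Ub-PLA2 (20nM final) turns over NBD C6-HPC (20uM final), Ex 460nm/Em 535nm after 2.5 h, time-zero read flagging artifacts. Enzyme (20nM final, pH 8.0 Tris) given 30 min RT with compound first; NEM defines full inhibition.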
UbGFP stabilizer – Ubiquitin-GFP Assay. Potency, µM (titrated, usually from 45.9 µM), for inactives: at the highest dose activation (GFP accumulation), actives largely listed as activators. Ubiquitin-GFP reporter cells, proteasome inhibition, GFP fluorescence; response scale: untreated = 0%, 10 µM MG-132 = 100%. 67,000 tested, under 10 active. AID 526, 2006; active = well fitted activation curve with a large enough effect, not every such curve was filed as active; inconclusive = small, poorly fitted or top-dose-only effect, or another doubt; inactive = no such curve, though single readings can be large or run the other way; note: potency is the fitted concentration of half-maximal effect
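Reporter cells (U2OS, ubiquitin-G76V-GFP fusion) are plated overnight, then treated 4 hr at 37 °C with compound titrations from 46 uM down to 2.9 nM. Activity is scaled against untreated cells and 10 uM MG-132.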
Hsp90 Hop PPI – qHTS Assay for Disrupters of an Hsp90 Co-Chaperone Interaction | Hsp90 C-terminal peptide / TPR2A (Hop) interaction, human | AlphaScreen TPR2A-His6 binding biotin-Hsp90 C-terminal peptide | Potency, µM (series often up to 57 µM), without a hit: at the top dose activity change, negative = inhibition | 0.44% of 71,000 active | AID 595, 2007; active = well fitted curve in either direction with a large enough effect; inconclusive = small, poorly fitted or top-dose-only effect, or another doubt; note: potency is the fitted concentration of half-maximal effect; % is set by controls: 0 for no effect and ±100 for the full control effect; many of its hits are not listed in these tables
Numbers without * were called inactive; ? = inconclusive; / = no result given; [ ] = dose if it differs, or a comment. Unless noted, calls come from the whole dose curve; as a rule, active = well fitted curve in the direction sought with a large enough effect; inconclusive = small, poorly fitted or top-dose-only effect, or another doubt; inactive = no such curve, though single readings can be large; an effect the other way counts as inactive or inconclusive.

compound | 15-hLO inh | UbGFP stabilizer | HBB splice mod | USP2a inh | CRE-bla Fsk | Hsp90 Hop PPI | Epigenetic mod | HADH2 inh | BRCT PPI red | Pol III holo inh | BRCT PPI green
CCOC(=O)Cc1csc(NC(NC(=O)CC)(C(F)(F)F)C(F)(F)F)n1 | 6%[11.4 µM] | 2%[9.17 µM] | 1.7%[0.0738 µM] | -1%[7.66 µM] | ? | 6%[11 µM] | 0% | 16%[11.4 µM] | 1.0% | 4%[11.4 µM] | -1.7%
Cc1nn(C)c(C)c1S(=O)(=O)N1CCC(C(=O)NC2CCCCC2)CC1 | -5% | -15% | -1.7% | 1% | -1% | 0% | 6% | 3% | 0.1% | 0% | -2.7%
COC(=O)c1ccc(C(/C=C/[C@@H](C)C(=O)NCc2ccc(OC)c(O)c2)NC(=O)OCc2ccccc2)cc1 (some centres not stated) | 1% | / | -0.4% | / | 4% | 0% | / | 18% | 0.2% | -2% | -1.7%
Cc1ccc(CNc2ccc(N3CCOCC3)c(C(=O)O)c2)s1 | 8% | 4% | -2.2%[57.5 µM] | 1% | 7% | 1% | 3% | ? | -1.3% | 2% | -2.2%
N#CCSc1nnc(C2CCCCC2)n1-c1ccccc1 | -1% | 8% | -4.8% | 1% | 7% | -14% | 1% | 1% | -0.5% | -9% | -2.2%
CC(C)NC(=O)N1CCC2(CC1)CCN(S(=O)(=O)c1ccccc1)CC2 | 7% | -8% | -1.1% | 25% | 3% | 0% | 0%[9.22 µM] | -3% | -0.3% | -7% | -7.8%
Cn1cccc1C(=O)N1CCC2(CCN(Cc3ccncc3)CC2)CC1 | 10% | -14% | 0.6% | 11% | 0% | -1% | 5%[9.22 µM] | 5% | -0.2% | -7% | -2.4%
O=C(CCc1nc2ccccc2[nH]1)Nc1ccc(F)cc1 | 1% | -1% | -0.2% | -2% | 3% | -2% | 0% | 2% | 0.9% | -2% | -0.6%
Cc1cnc(NC(=O)c2ccc(-c3nc4ccccc4s3)o2)s1 | ? | -5% | -1.3% | 27% | ? | 13% | 1% | -10% | 0.5% | 2% | 6.2%
Cc1[nH]c2ccccc2c1-c1cc(-c2cc(-c3c(C)[nH]c4ccccc34)on2)no1 | 13%[11.4 µM] | 3%[9.17 µM] | -2.1%[9.22 µM] | / | 2%[7.6 µM] | -2%[11 µM] | -3%[9.22 µM] | 8%[11.4 µM] | 2.2%[15.4 µM] | -8%[11.4 µM] | -0.7%[15.4 µM]
CCOC(=O)N1CCN(c2nc3c(c(=O)[nH]c(=O)n3C)n2Cc2ccccc2Cl)CC1 | 2% | 7% | 1.6% | -1% | 17% | -3% | -2% | 1% | 0.7% | -4% | -0.9%
Cc1ccc(C)c(/C(O)=C2\C(=O)C(=O)N(Cc3cccnc3)C2c2cccnc2)c1 (configuration not stated) | 0% | -5% | / | 2% | 1% | -6% | -1% | -15% | -0.1% | -7% | -0.6%
NS(=O)(=O)c1ccc(CCNC(=O)CCC2COc3ccccc3O2)cc1 (configuration not stated) | -1% | 1% | -1.2% | 0% | -1% | -5% | -6% | -6% | -1.6% | -6% | -1.4%
CCc1ccccc1N(C)C(=O)CCc1nc(-c2ccc(C)cc2)no1 | -20% | 6% | 0.1% | -22% | 25% | 27% | 0% | -6% | -0.1% | -2% | 0.1%
COc1ccccc1NC(=O)CSc1nnc(CNC(=O)COc2ccc(Cl)cc2)o1 | 1% | 11% | -0.9% | 24% | -5% | -4% | -2% | 3% | 0.5% | -1% | 1.7%
N#CCCCSC1=C(C#N)C(c2ccccc2Cl)CC(=O)N1 (configuration not stated) | ? | 9% | 1.3% | -4% | -9% | -6% | 0% | 3% | -0.8% | -1% | -2.1%
COCCNc1ncnc2ccc(-c3ccccc3C)cc12 | ? | -5% | 0.0% | -17% | ? | -10% | 2%[9.22 µM] | ? | 1.4% | -4% | 0.1%
CC(C)CNc1nc2ncnc(N)c2[nH]1 | -1%[11.4 µM] | 13%[9.17 µM] | 4.3%[9.22 µM] | / | -7%[7.6 µM] | 0%[11 µM] | 2%[9.22 µM] | 11%[11.4 µM] | -1.4%[15.4 µM] | 3%[11.4 µM] | -3.9%[15.4 µM]
Cc1c(C(=O)O)oc2ccc(S(=O)(=O)N3CCC(C)CC3)cc12 | 1% | 6% | -2.1% | -5% | ? | 4% | 1% | -2% | -2.4% | -3% | -1.3%
Cc1ccc(NC(=O)Cn2cnc3c(cnn3C(C)(C)C)c2=O)cc1 | 0% | -6% | 2.7% | 5% | 10% | -3% | 1% | 2% | -0.4% | 0% | -1.3%
CC(C)NC(=O)N1CCC2(CC1)CCN(C(=O)c1ccncc1)CC2 | 16% | 2% | 2.4% | -2% | -5% | -1% | 2%[9.22 µM] | -3% | -1.6% | 0% | -4.5%
CCC(=O)Nc1ccccc1Oc1ccccc1 | 6% | -3% | -1.2% | -4% | 4% | 5% | 0% | 5% | -0.2% | -1% | -1.9%
COc1ccc(-c2nc3cnc(OC)nc3n(Cc3cccs3)c2=O)cc1 | -8% | -2% | 0.4% | 208%[activator] | ? | 1% | 3%[9.22 µM] | 25% | -3.0% | -4% | -9.3%
COC(=O)c1ccc(NC(=O)Cc2ccccc2)cc1 | 16% | -5% | -0.7% | 20% | -1% | -1% | -4% | 7% | 0.3% | 3% | -5.0%
COC(=O)c1[nH]c2cccc(OC)c2c1NC(=O)CCN1CCN(c2ccccc2F)CC1 | -5% | -11% | 2.7%[1.84 µM] | 22% | -17% | -6% | -2% | ? | 1.5% | 2% | -0.6%
Cc1occc1C(=O)Nc1nn[nH]n1 | -1% | 0% | -1.4% | 7% | 4% | ? | 4% | -3% | -0.7% | -1% | -1.3%
COCCNC(=O)c1cc2c(=O)n3cccc(C)c3nc2n1C | 1% | -8% | 0.3% | / | ? | -2% | / | -25% | -0.3% | -5% | -1.5%
Cc1ccccc1CS(=O)(=O)Cc1ccc(C(=O)NCCCN2CCCC2=O)o1 | 1% | -9% | 7.3%[0.369 µM] | 3% | -11% | -1% | 4% | 3% | -0.1% | 0% | -4.8%
Cc1nn(-c2ccccc2)c2sc(C(=O)N(CC(=O)NC3CCCC3)Cc3ccco3)cc12 | -12% | -3% | / | 129%[activator] | ? | -1% | 1% | 18% | -1.6% | -1% | 0.0%
COc1cccc(N(C(=O)Cn2nnc3ccccc32)C(C(=O)NCc2ccco2)c2cccnc2)c1 (configuration not stated) | 9% | -2% | / | 22% | -11% | ? | 1% | 19% | -1.4% | -7% | 0.5%
O=C(NCc1cccnc1)c1cn(-c2ccccc2)nc1-c1cccs1 | 12% | 3% | 0.6% | 29% | 16% | -2% | 1% | 2% | 0.8% | -1% | -1.4%
CCOC(=O)C1CCCCN1Cc1cc(Cl)ccc1O (configuration not stated) | 2% | -1% | -0.6%[9.22 µM] | -1% | -8% | ? | -2% | -3% | -2.0% | -5% | -1.7%
O=C(COC(=O)c1cnccn1)c1ccccc1 | -22% | -6% | 0.5% | -8% | 2% | -5% | 0% | 9% | -1.3% | 5% | -2.9%
O=C(Cc1ccc(-n2cccc2)cc1)NCc1cccs1 | 0% | -5% | -1.4% | 11% | ? | 2% | 0% | 4% | 0.5% | -1% | -1.2%
O=C(Nc1ccc(OC(=O)c2cccnc2)cc1)c1cccnc1 | 3% | 14% | -1.5% | 2% | -19% | -3% | 0% | 3% | -5.2% | 1% | -2.3%
CC(C)(C)C(=O)COC(=O)c1ccc(O)cc1 | 3% | 3% | 0.0%[57.5 µM] | 1% | -2% | -1% | -2% | -7% | -5.1% | -6% | -0.4%

Only part of the results is shown; the hit share may differ from the screen's.
